Assay outcomes deposited in PubChem by several laboratories.
MRP resist rev: MRP-mediated drug resistance reversal; differential viability (reversal), % at 10 µM; H69AR cells + 2 uM doxorubicin, CellTiter-Glo, 72 h; hit rate 0.04% among 85,000;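 active = viability drop by adding the cancer drug above about 55%, with treated viability meeting a 40% cutoff, limit read from the data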;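 also: viability without doxorubicin minus viability with 2 µM doxorubicin for each compound; larger differential means the compound sensitizes cells more to doxorubicin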
NFkB transloc inh: blocks IL-1B driven NFkB nuclear translocation in HUVEC cells; HUVEC IL-1B NFkB p65 nuclear translocation imaging; inhibition, % at 2 µM; hit rate 0.43% among 94,000;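 active = inhibition above about 30% together with a positive call from visual inspection of the well image, limit read from the data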;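 also: nuclear over cytoplasmic p65 intensity ratio measured by imaging; 0% = IL-1B stimulated DMSO wells and 100% = unstimulated DMSO wells; values of inactives mirror those of a sister screen read the other way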
Bcl-B displacement: displacers of TR3 peptide from Bcl-B, primary screen, selectivity assay for Bfl-1 inhibitor project, biochemical, fluorescence polarization; FP displacement of FITC-TR3 peptide from Bcl-B; higher % means a stronger effect; displacement, % at 20 µM, or IC50 in µM where a hit was titrated; hit rate 0.11% among 96,000; AID 748;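 active = displacement above 50% at 20 µM plus a fluorescence interference ratio under 1.5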;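 also: plate controls were wells without compound for no effect and wells lacking Bcl-B protein for full effect; a part of the inactive calls stands beside numbers as strong as those of hits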
NFkB transloc pot: enhances IL-1B driven NFkB nuclear translocation | hit rate 0.3% among 94,000 | HUVEC IL-1B NFkB p65 nuclear translocation imaging | activation, % at 2 µM;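 active = activation above 40%, about the mean plus 3 SD, also judged a hit on visual image review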;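 also: percent activation is computed from the nuclear over cytoplasmic p65 intensity ratio; values of inactives mirror those of a sister screen read the other way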
PLAP inhibitors HTS: PLAP enzyme inhibitors, biochemical, luminescence, HTS (AID 690) | purified PLAP, luminescent substrate; higher % means a stronger effect | inhibition, % at 20 µM, or IC50 in µM where a hit was titrated | hit rate 0.08% among 96,000; in the data active = a potency from the dose series; inactive = the rest, 99 in 100 with inhibition below about 30%; also: strong numbers were not always called active
MRP resist rev cytotoxicity: also measured in MRP resist rev; calls as there; viability, %; H69AR cells, CellTiter-Glo, 72 h; measured here: cytotoxicity without doxorubicin
MRP resist rev with doxorubicin: also measured in MRP resist rev; calls as there; viability, %; measured here: viability with 2 uM doxorubicin; active compounds read low
NFkB transloc inh cell count 2 µM: also measured in NFkB transloc inh; calls as there; cell count; measured here: cells passing quality filter;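 raw number of nuclei counted in each imaged well without normalization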
NFkB transloc pot cell count 2 µM: further read-out of NFkB transloc pot, marked with its call; cell count; measured here: cells passing quality filter
Active calls of the source: *; x = not tested or not shown.

| canonical_smiles | NFkB transloc inh cell count 2 µM | NFkB transloc inh | PLAP inhibitors HTS | NFkB transloc pot | MRP resist rev with doxorubicin | MRP resist rev cytotoxicity | Bcl-B displacement | NFkB transloc pot cell count 2 µM | MRP resist rev |
| --- | --- | --- | --- | --- | --- | --- | --- | --- | --- |
| COc1cccc(-c2nc(OC(C)C)c3ccccc3n2)c1 | 155 | -12 | -3% | 12 | 77 | 75 | -6% | 155 | -1 |
| c1ccc2c(c1)ncn2-c1ccc(-c2ccnc(-c3ccncc3)n2)cc1 | 163 | -9 | 10% | 9 | x | x | -17% | 163 | x |
| Cc1ccc2c(N)c(C#N)sc2n1 | 142 | 0 | 10% | 0 | 97 | 80 | -3% | 142 | -17 |
| O=C(O)/C=C/C(=O)Nc1ccccc1C(=O)Nc1ccccc1 | 140 | -5 | -23% | 5 | 80 | 91 | -6% | 140 | 11 |
| CC(=O)N(C)c1ccc(NC(=O)c2cnn(C)c2)cc1 | 145 | 11 | 17% | -11 | 89 | 96 | 5% | 145 | 7 |
| CC(OC(=O)c1ccco1)C(=O)NC1CCCCC1 (stereo unspecified) | 171 | 3 | 14% | -3 | 93 | 100 | -2% | 171 | 6 |
| COc1nc(N=C(N)N)nc2c(C)cccc12 | 126 | -4 | -2% | 4 | x | x | 3% | 126 | x |
| Cc1c(C(=O)N(C)C)sc(NC(=O)c2cccc([N+](=O)[O-])c2)c1C#N | 140 | 15 | -19% | -15 | x | x | -2% | 140 | x |
| CCOC(=O)c1c(C)nc2sc3c(=O)n(-c4ccc(C(C)=O)cc4)nnc3c2c1-c1ccc(OC)cc1 | 193 | -8 | -27% | 8 | x | x | 0% | 193 | x |
| O=S(=O)(c1cccs1)N1CN(Cc2cccs2)c2nc3ccccc3nc21 | 184 | 4 | -24% | -4 | x | x | -2% | 184 | x |
| CCCc1nnc(NC(=O)Cn2c(=O)oc3cc(Br)ccc32)s1 | 112 | -16 | 11% | 16 | 104 | 86 | -14% | 112 | -18 |
| Cn1nc(-c2ccccc2)c(C#N)c1Sc1cccc(Cl)c1 | 160 | -4 | 6% | 4 | x | x | -4% | 160 | x |
| CC1(C)S/C(=N/N=C/c2cccs2)NC1=O | 97 | 2 | 1% | -2 | x | x | 9% | 97 | x |
| O=C(COC(=O)c1ccccc1NC(=O)c1ccco1)Nc1ncc(Cl)cc1Cl | 165 | -6 | -24% | 6 | 83 | 89 | 8% | 165 | 6 |
| CCn1c2ccccc2c2nnc(SCC(=O)NCc3cccs3)nc21 | x | x | 32% | x | 81 | 73 | -9% | x | -8 |
| CCOC(=O)c1cc2sccc2n1CC(=O)N1CCCc2ccccc21 | 154 | 2 | 13% | -2 | 74 | 78 | -12% | 154 | 4 |
| Cc1nc2c(-c3ccccc3)c(C)nn2c(C)c1CCC(=O)NCc1ccco1 | x | x | -45% | x | 65 | 66 | -7% | x | 1 |
| CC(=O)Nc1ccc(NC(=O)c2ccccc2C)cc1 | 128 | -11 | 26% | 1 | 93 | 108 | -7% | 51 | 15 |
| CC1(C(=O)O)CCC(C(=O)NCCc2ccccc2)C1(C)C (stereo unspecified) | 116 | 18 | -12% | -18 | 84 | 93 | -3% | 116 | 9 |
| O=C1c2cccc3c(N4CCCCC4)ccc(c23)C(=O)N1CCO | 110 | -1 | 17% | 1 | x | x | -97% | 110 | x |
| Cc1ccc(N2C(=O)/C(=C\c3ccco3)SC2=S)cc1 | 155 | -14 | 0% | 14 | x | x | -6% | 155 | x |
| CC(=O)Nc1ccc(S(=O)(=O)N2CCc3ccccc3C2)cc1 | 165 | -13 | 10% | 13 | 90 | 100 | 8% | 165 | 10 |
| Cc1cccc(-c2cc3nc(C)cc(N4CC(C)CC(C)C4)n3n2)c1 (stereo unspecified) | 187 | 6 | x | -6 | 87 | 95 | x | 187 | 8 |
| CC1(C)CC(CCC(=O)Nc2ccccc2Cl)C(=O)O1 (stereo unspecified) | 137 | -10 | -17% | 10 | 110 | 82 | 0% | 137 | -28 |
| CCCc1nc2ccccc2c(C(=O)OCC(=O)Nc2ccc(S(=O)(=O)N3CCOCC3)cc2)c1CC | 67 | -13 | -80% | 13 | 24 | 6 | -1% | 67 | -18 |
| COc1cc(O)c(NC(C)=O)c2nonc12 | 118 | -11 | 13% | 11 | 107 | 99 | -8% | 118 | -7 |
| COc1ccc(N2C(=O)CN=C2Nc2nc(C)cc(C)n2)cc1OC | 178 | -2 | -14% | 2 | 83 | 88 | -14% | 178 | 5 |
| COc1ccc(-n2c(C)cc(C(=O)CSc3nnc(-c4cccs4)o3)c2C)cc1 | x | x | -36% | x | 78 | 73 | -111% | x | -5 |
| CCOCCCNS(=O)(=O)c1ccc2c(c1)CCN2C(=O)CC | 160 | 23 | 0% | -23 | 92 | 91 | -22% | 160 | -1 |
| CCOC(=O)c1c(NC(=O)C(C)N2CCN(C(=O)c3ccco3)CC2)sc2c1CCCC2 (stereo unspecified) | 149 | -6 | -93% | 6 | x | x | -99% | 149 | x |
| N#C/C(=C/c1ccccc1)c1nn(CCO)c(N)c1C#N | 134 | 2 | -11% | -2 | x | x | 22% | 134 | x |
| COc1ccc2c(c1[N+](=O)[O-])CCC/C2=N/OC(=O)c1cccc2ccccc12 | 156 | 27 | 12% | -27 | 58 | 46 | -8% | 156 | -12 |
| CN(CC(=O)O/N=C(\N)c1ccccn1)S(=O)(=O)c1ccccc1 | 114 | 22 | 20% | -6 | x | x | -3% | 116 | x |
| O=c1c2c(nc3c(-c4ccccc4)c[nH]n13)CCCC2 | 161 | -3 | 3% | 3 | 74 | 58 | 6% | 161 | -16 |
| CCOC(=O)C1=C(C)Nc2nc(SCC)nn2C1c1ccc(OC)cc1 (stereo unspecified) | 208 | -12 | 8% | 12 | 88 | 106 | 0% | 208 | 18 |
| CC(C)(C)NC(=O)C1Cc2ccccc2CN1C(=O)Nc1cccc(Cl)c1 (stereo unspecified) | 128 | -3 | -10% | 3 | x | x | 0% | 128 | x |
| COc1ccc(CN(CCCN2CCOCC2)S(=O)(=O)N(C)C)cc1OC | 133 | -36 | 5% | 36 | 83 | 92 | 6% | 133 | 10 |
| CCn1c(SCC(=O)N2c3ccccc3Sc3ccccc32)nnc1-c1ccco1 | 136 | 3 | -1% | -3 | 74 | 79 | -1% | 136 | 5 |
| CCOc1ccc(C2CC(c3cccc(OC)c3OC)n3nnnc3N2)cc1Cl (stereo unspecified) | x | x | -60% | x | 92 | 93 | -6% | x | 1 |
| Cc1cc(NC(=O)CCC(=O)N(Cc2cccs2)C(C(=O)NC2CCCC2)c2ccncc2)no1 (stereo unspecified) | x | x | -35% | x | 80 | 79 | 6% | x | 0 |
| Cn1nc(C(F)(F)F)c(/C=N/OC(=O)c2ccc(Cl)cc2)c1Cl | 101 | 7 | 8% | -7 | x | x | -9% | 101 | x |
| CC(C)(C)c1ccc(Oc2cccc(C3CC(=O)C(C4NCCc5ccccc54)C(=O)C3n3cncn3)c2)cc1 (stereo unspecified) | x | x | -55% | x | 95 | 107 | -15% | x | 12 |
| CCOC(=O)C1=C(C)Nc2ncnn2C1c1cccs1 (stereo unspecified) | 174 | -5 | 0% | 5 | 80 | 85 | 5% | 174 | 5 |
| O=C(Nc1nnc(Cc2ccccc2)s1)c1cccs1 | 89 | -10 | 17% | 11 | 100 | 86 | -3% | 89 | -14 |
| O=C(NC1CCCCCCC1)C1c2ccccc2C(=O)N1Cc1ccco1 (stereo unspecified) | 180 | -9 | 3% | 9 | 72 | 105 | 6% | 180 | 33 |
| CCOC(=O)C(C(=O)OCC)C(C#N)c1ccccc1 (stereo unspecified) | 134 | 4 | x | -4 | x | x | x | 134 | x |
| Cc1ccc(NC(=O)Cn2c(=O)n(CCCC(=O)NCc3ccco3)c(=O)c3ccccc32)cc1 | 189 | -20 | 5% | 20 | 44 | 40 | -8% | 189 | -4 |
| COc1ccc(C)cc1NC(=O)CCC(=O)Nc1nnc(C(F)(F)F)s1 | 126 | -6 | 13% | 6 | x | x | -2% | 126 | x |
| CCCC1C2C(=O)N(c3ccc(OC)cc3)C(=O)C2ON1c1ccccc1 (stereo unspecified) | 163 | -14 | -45% | 14 | 98 | 100 | 5% | 163 | 2 |
| CCOC(=O)NC1(NC(C)C)Oc2ccccc2O1 | 85 | -22 | -8% | 22 | 71 | 36 | 6% | 85 | -35 |

More structures follow.
| canonical_smiles | NFkB transloc inh cell count 2 µM | NFkB transloc inh | PLAP inhibitors HTS | NFkB transloc pot | MRP resist rev with doxorubicin | MRP resist rev cytotoxicity | Bcl-B displacement | NFkB transloc pot cell count 2 µM | MRP resist rev |
| --- | --- | --- | --- | --- | --- | --- | --- | --- | --- |
| CC(C)(C)OC(=O)NCCc1nnc(SCc2ccccc2Cl)o1 | 198 | 6 | -66% | -6 | 81 | 78 | 2% | 198 | -2 |
| Cc1ccccc1OCC(=O)Nn1c(COc2ccccc2)nc2ccccc2c1=O | 92 | -8 | -32% | 8 | 104 | 93 | 8% | 92 | -11 |
| COc1cc(/C=C/C2=NC(=O)C(C)(C)O2)ccc1O | 157 | -12 | 24% | 13 | 79 | 71 | 4% | 157 | -8 |
| FC(F)(F)c1cc(C(F)(F)F)c2ccc(Oc3ccccc3)nc2n1 | 216 | -17 | -11% | 17 | x | x | 2% | 216 | x |
| O=C(COc1ccccc1)Nc1ccc(OC(F)(F)C(F)F)c(NC(=O)COc2ccccc2)c1 | 153 | 0 | 21% | 0 | x | x | 1% | 153 | x |
| CCCCn1c(CCNC(=O)CCC)nc2ccccc21 | 125 | 6 | -19% | -6 | 94 | 102 | -4% | 125 | 9 |
| COC(=O)c1sc(NC(=O)c2cc(-c3ccccc3)nc3ccccc23)c(C#N)c1C | 126 | -8 | 2% | 8 | x | x | -24% | 126 | x |
| CC(=O)C1=C(C)NC(C)=C(C(C)=O)C1c1ccc(-c2ccccc2Cl)o1 | 108 | -13 | 4% | 13 | 74 | 80 | -26% | 108 | 5 |
| COc1cccc(C(=O)NCCC2=CCCCC2)c1OC | 149 | -11 | -1% | 11 | 85 | 81 | 1% | 149 | -4 |
| CC(C)NS(=O)(=O)c1ccc(OCC(=O)Nc2ccc(F)cc2F)cc1 | 199 | 4 | 26% | -4 | 98 | 116 | 8% | 199 | 18 |
| O=C1N(c2ccccc2)C2CS(=O)(=O)CC2N1c1ccc(Cl)c(Cl)c1 (stereo unspecified) | 204 | -2 | 15% | 2 | x | x | -3% | 204 | x |
| CCC(Sc1ncccc1C(=O)OCCN1CCCC1=O)C(=O)NCc1ccco1 (stereo unspecified) | 98 | -1 | -55% | 1 | 80 | 91 | -4% | 98 | 11 |
| Cn1cc(CNC(=O)Nc2ccc3c(c2)OCO3)cn1 | 80 | 4 | 2% | -4 | 96 | 85 | 2% | 80 | -12 |
| c1ccc(NCCCNc2ccccc2)cc1 | 87 | 6 | 24% | -6 | 115 | 97 | -7% | 87 | -19 |
| CC(NS(=O)(=O)c1ccc(Br)cc1)C(N)=O (stereo unspecified) | 84 | 1 | 15% | -1 | 103 | 101 | -5% | 84 | -2 |
| Cc1ccc(S(=O)(=O)N2CCN(C3CC(=O)N(Cc4ccccc4)C3=O)CC2)cc1C (stereo unspecified) | 171 | -17 | -80% | 17 | 80 | 87 | -12% | 171 | 7 |
| CC1Cc2ccccc2N1C(=O)CSc1nnnn1Cc1ccccc1 (stereo unspecified) | x | x | -11% | x | 86 | 85 | -6% | x | -2 |

Record cards, as listed above:
Record of CC1Cc2ccccc2N1C(=O)CSc1nnnn1Cc1ccccc1 (stereo unspecified) : NFkB transloc inh cell count 2 µM: x; NFkB transloc inh: x; PLAP inhibitors HTS: -11%; NFkB transloc pot: x; MRP resist rev with doxorubicin: 86; MRP resist rev cytotoxicity: 85; Bcl-B displacement: -6%; NFkB transloc pot cell count 2 µM: x; MRP resist rev: -2
Record of Cc1ccc(S(=O)(=O)N2CCN(C3CC(=O)N(Cc4ccccc4)C3=O)CC2)cc1C (stereo unspecified) : NFkB transloc inh cell count 2 µM: 171; NFkB transloc inh: -17; PLAP inhibitors HTS: -80%; NFkB transloc pot: 17; MRP resist rev with doxorubicin: 80; MRP resist rev cytotoxicity: 87; Bcl-B displacement: -12%; NFkB transloc pot cell count 2 µM: 171; MRP resist rev: 7

This is a subset (hit frequency here may not be typical).
